PTHR1 agonist – qHTS for PTHR1 Agonists: Primary Screen. Parathyroid hormone/parathyroid hormone-related peptide receptor (Homo sapiens), Q03431. HEK293 GP2 PTHR1 cells, GloSensor cAMP luminescence, 1 h. Potency, µM (titrated, usually from 115 µM), without a hit: at the highest dose activation, actives largely listed as activators. actives 0.075% (n = 410,000); note: nearly all actives have a fitted effect of over 55% in size; some results filed as inactive show a strong effect at the top dose; inactives centre near -15; many of its hits are not listed in these tables
Target sequence (Q03431 whole entry, looked up): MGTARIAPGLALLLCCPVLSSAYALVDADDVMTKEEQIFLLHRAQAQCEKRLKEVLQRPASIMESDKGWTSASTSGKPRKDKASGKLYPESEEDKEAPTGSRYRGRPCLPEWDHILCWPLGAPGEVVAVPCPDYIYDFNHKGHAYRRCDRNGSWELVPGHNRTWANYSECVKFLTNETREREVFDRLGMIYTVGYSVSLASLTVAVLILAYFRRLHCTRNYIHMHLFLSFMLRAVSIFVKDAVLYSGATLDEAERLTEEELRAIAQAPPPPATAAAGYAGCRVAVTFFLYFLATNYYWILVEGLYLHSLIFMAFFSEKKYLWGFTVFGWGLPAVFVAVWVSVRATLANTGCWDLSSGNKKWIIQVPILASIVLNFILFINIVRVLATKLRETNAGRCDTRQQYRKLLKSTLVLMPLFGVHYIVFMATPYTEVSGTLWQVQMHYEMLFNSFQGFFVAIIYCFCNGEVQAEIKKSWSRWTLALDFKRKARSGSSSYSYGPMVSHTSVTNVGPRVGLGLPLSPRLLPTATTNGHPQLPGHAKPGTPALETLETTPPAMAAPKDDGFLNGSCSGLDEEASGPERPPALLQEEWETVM
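HEK-293-derived GP2 cells expressing PTHR1 and a GloSensor cAMP reporter, 3,000/well, plated overnight, given luciferin plus IBMX (each 0.5 mM as added) for 1 h at 37 °C, then compound for 1 h at 37 °C. Luminescence was read after 15 min at room temperature.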
EPAC2 agonist – qHTS for Agonist of cAMP-regulated guanine nucleotide exchange factor 4 (EPAC2): primary screen; actives 0.079% (n = 360,000); Rap guanine nucleotide exchange factor 4 (Homo sapiens), Q8WZA2; Potency, µM (highest dose often 154 µM), for the others: at the top dose activation, usual class: activators; EPAC2 activation, biochemical qHTS; response scale: 100% = 6.5 mM cAMP response; note: nearly all actives have a fitted effect of over 50% in size
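In this primary screen, activation is scored as increased exchange of BODIPY-GDP from Rap1B by 100 nM EPAC2, with 50 uM GDP as competitor. Signal is normalized to the 6.5 mM cAMP agonist control.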
EPAC2 antagonist – qHTS for Antagonist of cAMP-regulated guanine nucleotide exchange factor 2 (EPAC2): primary screen; Rap guanine nucleotide exchange factor 4 (Homo sapiens), Q8WZA2; EPAC2 GEF exchange of Rap1B-BODIPY-GDP, fluorescence; Potency, µM (titrated, usually from 114 µM), for the others: at the highest dose activity, negative = inhibition, most hits filed as inhibitors; actives 0.18% (n = 360,000); note: % is set by controls: 0 for no effect and ±100 for the full control effect; nearly all actives have a fitted effect of over 45% in size; many of its hits are not listed in these tables
FUS yeast rescue – qHTS for Suppressors of FUS Proteinopathy: Primary screen using FUS-linked yeast assay. S. cerevisiae FUS-expressing, growth rescue, OD600, 24 h. Potency, µM (doses to about 76.6 µM), for the others: at the highest dose growth rescue (activation), hits mostly activators. actives 0.24% (n = 390,000). AID 1347120, 2019;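 note: plate controls were DMSO vehicle for no effect and reference control for full effect; nearly all actives have a fitted effect of over 55% in size; some results filed as inactive show a strong effect at the top dose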
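Cultures pregrown in 2.5% raffinose medium are shifted to minimal medium containing 2% galactose to express toxic FUS. Compounds are tested at several concentrations. After 24hr at 30C, growth is quantified at 600 nm absorbance.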
aSyn rescue – qHTS of alpha-syn Inhibitors | actives 0.14% (n = 370,000) | Potency, µM (highest dose often 46.1 µM), for inactives: at the top dose growth rescue (activation), actives largely listed as activators | Yeast expressing alpha-synuclein, growth rescue, BacTiter-Glo, 24 h; note: % of control where 0% means no effect; nearly all actives have a fitted effect of over 65% in size
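Rescue of yeast growth: cells expressing toxic alpha-synuclein, induced in galactose at OD600 0.02, incubated with compound 24 h at 30 C. ATP luminescence quantified growth; inhibitors of toxicity appear as activators.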
EPAC1 ag – qHTS for Agonist of cAMP-regulated guanine nucleotide exchange factor 3 (EPAC1): primary screen; EPAC1 agonist qHTS, biochemical assay; response scale: 100% = response to 6.5 mM cAMP; Potency, µM (highest dose often 154 µM), without a hit: top-dose activation, actives largely listed as activators; actives 0.073% (n = 360,000); AID 720707, 2013; note: nearly all actives have a fitted effect of over 60% in size
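Fluorescent GDP-exchange assay: 100 nM EPAC1 with 250 nM Rap1B preloaded with BODIPY-GDP and 50 uM GDP; compounds tested as concentration series, 5 min at room temperature, then read every 5 min for 30 min (ex 480/em 540 nm); normalized to 6.5 mM cAMP.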
TDP-43 yeast inh – qHTS of TDP-43 Inhibitors; Potency, µM (titrated, usually from 46.1 µM), for inactives: top-dose growth rescue (activation), usual class: activators; actives 1.8% (n = 410,000); TDP-43 expressing yeast growth rescue, BacTiter-Glo, 24 h; AID 652104, 2013; note: % of control where 0% means no effect; nearly all actives have a fitted effect of over 50% in size
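Yeast cells expressing TDP-43 under galactose induction are exposed to compounds for 24 hr at 30 deg C. BacTiter-Glo luminescence measures growth, so protective compounds score as activators.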
EPAC1 antag – qHTS for Antagonist of cAMP-regulated guanine nucleotide exchange factor 3 (EPAC1): primary screen; Potency, µM (series often up to 115 µM), for the others: at the top dose activity change, negative = inhibition, usual class: inhibitors; EPAC1 GEF assay, Rap1b-BODIPY-GDP exchange fluorescence; Rap guanine nucleotide exchange factor 3 (Homo sapiens), O95398; actives 0.14% (n = 360,000);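 note: plate controls were vehicle for no effect and positive control for full effect; nearly all actives have a fitted effect of over 50% in size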
* marks the source's active call; other numbers are inactive results; i = inactive; ? = inconclusive; . = not tested or not shown; & = joins results of further samples; [ ] = remark or other dose. Calls come from the whole dose curve; as a rule, active = well fitted curve in the direction sought with a large enough effect; inconclusive = small, poorly fitted or top-dose-only effect, or another doubt; inactive = no such curve, though single readings can be large; an effect the other way counts as inactive or inconclusive. Potency is the fitted concentration of half-maximal effect. The list is partial; rates above refer to the full screens.

Labels used below – A = PTHR1 agonist; B = EPAC2 agonist; C = EPAC2 antagonist; D = FUS yeast rescue; E = aSyn rescue; F = EPAC1 ag; G = TDP-43 yeast inh; H = EPAC1 antag
CCN(Cc1ccccc1)C(=O)c1ccc(CS(=O)c2ccccc2C)o1 (configuration not stated)
  A: i | B: -2% | C: -5% | D: 7% | E: 1% | F: 1% | G: -5% | H: 7%

O=C(Nc1ccc(Cl)c([N+](=O)[O-])c1)C(NCCCO)c1ccccc1 (configuration not stated)
  A: i | B: 7% | C: 0% | D: 13% | E: -3% | F: -1% | G: 19% | H: -20%

N=c1sccn1CC(=O)Nc1ccccc1Sc1ccccc1
  A: 2% | B: 9% | C: 3% | D: 14% | E: 3% | F: 3% | G: -8% | H: -7%

CCOc1ccc(CCNC(=O)COC(=O)/C=C/c2ccc(OC)c(OC)c2)cc1OCC
  A: i | B: 3% | C: -8% | D: 14% | E: -3% | F: -3% | G: 7% | H: 14%

COC(=O)CCCn1cc(CN2CC(N3CCCC3)CS2(=O)=O)nn1 (configuration not stated)
  A: -15% | B: 7% | C: 4% | D: -17% | E: 0% | F: 3% | G: 0% | H: 0%

CC(C)(C)NC(=O)NC(=O)CSc1ncccn1
  A: -31%[inhibitor] | B: 8% | C: -4% | D: -35% | E: 5% | F: -4% | G: 13% | H: -20%

CCN1C(=O)CCC(C(=O)O)C1c1ccc(OC)cc1 (configuration not stated)
  A: i | B: 10% | C: 20% | D: 7% | E: -3% | F: 0% | G: -40%[inhibitor] | H: 8%

CC(C)C(NC(=O)c1ccccc1F)C(=O)Nc1ccc2c(c1)OCO2 (configuration not stated)
  A: i | B: 3% | C: 2% | D: 1% | E: 4% | F: -4% | G: -3% | H: 4%

COc1cccc(NC(=O)c2ccc(C(=O)c3ccccc3)o2)c1
  A: -20% | B: 13% | C: 2% | D: 11% | E: -1% | F: -10% | G: 7% | H: 12%

O=C(CSc1nnc(-c2ccccc2F)n1C1CC1)Nc1ccc2[nH]c(=O)[nH]c2c1
  A: i | B: 3% | C: 0% | D: -6% | E: -3% | F: 7% | G: 2% | H: -7%

CCOc1cc(/C=N/NC(=O)c2nn(C)cc2Br)ccc1OCc1ccccc1Cl
  A: -17% | B: 6% | C: 5% | D: . | E: ? | F: 6% | G: -2% | H: 15%

COCCOC1CCN(C(=O)c2ccc(OC)c(OC3CCN(C(C)C)CC3)c2)CC1
  A: i | B: 1% | C: -6% | D: 2% | E: 0% | F: 14% | G: 0% | H: 4%

Cc1ccccc1CC1(CO)CCCN(Cc2nc(-c3cccs3)oc2C)C1 (configuration not stated)
  A: i | B: 21% | C: -9% | D: 1% | E: -6% | F: 3% | G: 5% | H: -16%

Cc1nc2ccccc2nc(C)c1=NOCc1ccccc1Cl
  A: i | B: 20% | C: -10% | D: -10% | E: -7% | F: 12% | G: 3% | H: -4%

Cc1cc(C)cc(SCc2noc(C(=O)NCCCN3CCOCC3)c2C(=O)NCCCN2CCOCC2)c1
  A: -15% | B: -8% | C: 9% | D: -9% | E: 4% | F: -5% | G: -1% | H: -4%

Cc1cc(-c2ccc([N+](=O)[O-])cc2)cc(C)n1
  A: i | B: 3% | C: 1% | D: -27% | E: -1% | F: 4% | G: -8% | H: -21%

O=C(Nc1cccc(F)c1)c1ccc(S(=O)(=O)N2CCOCC2)cc1
  A: -79%[inhibitor] | B: 13% | C: -10% | D: 2% | E: 6% | F: -12% | G: 28% | H: -19%

O=C(Nc1c2c(nn1-c1ccccc1)CS(=O)C2)c1ccc2c(c1)OCO2 (configuration not stated)
  A: -23% | B: 11% | C: -2% | D: 4% | E: -1% | F: -13% | G: 0% | H: -1%

Cn1c(NCc2c[nH]c3ccccc23)nc2ccccc21
  A: -18% | B: -3% | C: 13% | D: 1% | E: 11% | F: -2% | G: 23% | H: -3%

CCCc1cc(=O)oc2cc(OCc3ccc(C(=O)O)o3)ccc12
  A: -10% | B: -3% | C: 0% | D: 11% | E: 2% | F: 6% | G: 13% | H: 5%

CC1=C(C(=O)Nc2ccc(C)cc2C)C(c2ccc([N+](=O)[O-])cc2)n2ncnc2N1 (configuration not stated)
  A: i | B: 5% | C: -3% | D: 13% | E: 5% | F: -1% | G: 0% | H: -5%

O=C(Nc1ccccc1Cl)C1C(c2ccccc2)C1(Cl)Cl (configuration not stated)
  A: -14% | B: 28% | C: 0% | D: 2% | E: 4% | F: 16% | G: 13µM* | H: -23%

Cc1cc(Cl)c(OCCCCN2CCOCC2)c(Br)c1
  A: i | B: 14% | C: 4% | D: -6% | E: 4% | F: 8% | G: -4% | H: 0%

COc1cc(/C=N/N2C(C)CCCC2C)cc(OC)c1O (configuration not stated)
  A: i | B: -1% | C: 1% | D: -18% | E: 3% | F: 5% | G: 11% | H: 4%

COCCNc1nc(N)c([N+](=O)[O-])c(NCC2CCCO2)n1 (configuration not stated)
  A: -7% | B: 7% | C: -5% | D: 11% | E: -3% | F: 1% | G: 1% | H: -16%

Cc1ccccc1CN1CCN(C(=O)c2cccc3ccccc23)CC1
  A: -13% | B: 8% | C: -18% | D: 16% | E: 4% | F: 15% | G: 11% | H: 2%

COc1ccccc1CNC(=O)C(CCSC)NC(=O)c1cccc(S(=O)(=O)N2CCOCC2)c1 (configuration not stated)
  A: -19% | B: 0% | C: -2% | D: -9% | E: 0% | F: 1% | G: 6% | H: 5%

C=CCNC(=O)CC(C)C(CCCCC)C(=O)O (configuration not stated)
  A: i | B: -19% | C: 1%[57.1 µM] | D: -1% | E: 4% | F: 0% | G: -4% | H: -19%

CC(=O)Nc1cc(C(=O)NCc2ccco2)ccc1Sc1ccc(C)cc1
  A: -19% | B: -1% | C: 0% | D: -3% | E: 0% | F: -11% | G: -12% | H: ?

CC(=O)Oc1ccc2occ(C(=O)c3cccs3)c2c1
  A: -2%[57.5 µM] | B: 5% | C: -4% | D: 7% | E: -8% | F: -1% | G: -6% | H: -2%

Cc1ccc(Cl)cc1NC1=C/C(=N\S(=O)(=O)c2cccs2)c2ccccc2C1=O
  A: -33%[inhibitor][57.5 µM] | B: 5%&7% | C: -3%&-7% | D: 10%&15% | E: -59%&-16%[inhibitor] | F: 3%&1% | G: -22%&0% | H: -26%&-7%

CCN(CC)CCCNC(=S)N1CCN(c2nc(-c3ccc(F)cc3)cs2)CC1
  A: 0% | B: 11% | C: 8% | D: 16% | E: 5% | F: -10% | G: -13% | H: 3%

c1ccc(-c2ccccc2OCCCCN2CCCCCC2)cc1
  A: -17% | B: 2% | C: 8% | D: -21% | E: -3% | F: 2% | G: 0% | H: -22%

CN(C)CCCNC(=S)/N=c1\sccn1Cc1ccccc1Cl
  A: i | B: 1% | C: 11% | D: 22% | E: -4% | F: 0% | G: -29% | H: 9%

COc1cccc(C2=NOC(C(=O)Nc3cc(C)on3)C2)c1 (configuration not stated)
  A: i | B: 2% | C: 1% | D: 2% | E: -4% | F: 3% | G: 13% | H: 7%

CC1(C(=O)Nc2ccccc2Cc2ccccc2)CCN1Cc1ccccc1Cl (configuration not stated)
  A: -12% | B: 17% | C: 7% | D: 26% | E: 7% | F: 12% | G: 14% | H: -26%

Cc1nc(N[C@@H](Cc2c[nH]c3ccccc23)C(=O)O)c2oc3ccccc3c2n1
  A: -20% | B: 5% | C: 10% | D: 36% | E: 9% | F: -1% | G: -16% | H: 17%

CCCCNC(=O)CSc1nc2ccc(N3CCOCC3)cc2c(=O)n1Cc1ccc(OC)cc1
  A: -4% | B: -3% | C: -6% | D: 35% | E: -1% | F: -8% | G: -2% | H: -1%

Cc1nc2ccc(NC(=S)N3CCCC3)cc2nc1C
  A: -10% | B: 11% | C: 9% | D: -23% | E: -6% | F: 11% | G: 15% | H: -2%

CCn1c(=O)n(C)c2c(=O)n(C)c(=O)n(C)c21
  A: 16% | B: 2% | C: ? | D: -13% | E: 7% | F: 7% | G: -12% | H: 0%

COCCSc1ccccc1C(=O)Nc1ccc(Br)cc1
  A: -12% | B: 10% | C: -17% | D: 3% | E: -10% | F: 5% | G: 20% | H: -9%

CCN1CCN(c2oc(-c3ccccc3)nc2S(=O)(=O)c2ccc(C)cc2)CC1
  A: i | B: -4% | C: -6% | D: 19% | E: 0% | F: 0% | G: -5% | H: -9%

COc1cccc(N2CC(C)Cn3c2nc2c3c(=O)[nH]c(=O)n2C)c1 (configuration not stated)
  A: -3% | B: 7% | C: 3% | D: 13% | E: 1% | F: 1% | G: -22% | H: 5%

COc1cccc(-c2cc(C(=O)NCCN3CCOCC3)no2)c1
  A: -3%[57.5 µM] | B: 4% | C: -4% | D: -4% | E: -2% | F: 6% | G: -12% | H: 11%

Cc1noc(C)c1COc1ccccc1C(=O)Nc1ccc(C(N)=O)cc1
  A: 21% | B: 1% | C: 4% | D: -20% | E: -1% | F: 7% | G: 6% | H: 2%

OC[C@H]1O[C@H](OC[C@H]2O[C@H](OC[C@H]3O[C@H](O[C@]4(CO)O[C@H](CO)[C@@H](O)[C@@H]4O)[C@H](O)[C@@H](O)[C@@H]3O)[C@H](O)[C@@H](O)[C@H]2O)[C@H](O)[C@@H](O)[C@H]1O
  A: i | B: 11% | C: 0% | D: -43% | E: 9% | F: -7% | G: ? | H: 9%

COc1cccc(C(=O)OCC(=O)NC23CC4CC(CC(C4)C2)C3)c1
  A: i | B: 1% | C: -23% | D: 15% | E: 4% | F: 6% | G: 22% | H: -14%

Random excerpt: two compounds from above, in no set order.
Labels used below – A = PTHR1 agonist; B = EPAC2 agonist; C = EPAC2 antagonist; D = FUS yeast rescue; E = aSyn rescue; F = EPAC1 ag; G = TDP-43 yeast inh; H = EPAC1 antag
CCCCNC(=O)CSc1nc2ccc(N3CCOCC3)cc2c(=O)n1Cc1ccc(OC)cc1
  A: -4% | B: -3% | C: -6% | D: 35% | E: -1% | F: -8% | G: -2% | H: -1%

COc1cccc(N2CC(C)Cn3c2nc2c3c(=O)[nH]c(=O)n2C)c1 (configuration not stated)
  A: -3% | B: 7% | C: 3% | D: 13% | E: 1% | F: 1% | G: -22% | H: 5%

Source: PubChem (National Center for Advancing Translational Sciences (NCATS))
